SRC2 inh – inhibits human steroid receptor coactivator 2. Q15596. HEK293 GAL4-SRC2 luciferase reporter, luminescence. inhibition, % at 9 µM. 0.17% of 370,000 active. AID 651957;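 active = inhibition above the mean inhibition of all tested compounds plus 3 SD, set per campaign, cut at about 52% in these data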;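 note: 0% = DMSO treated cells and 100% = cells given Gossypol at 36 µM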
TROY signal inh – inhibitors of TROY-dependent NF-kB signaling | 0.98% of 360,000 active | inhibition, % at 10 µM | Q293 LMP1-TROYcd NF-kB luciferase reporter, 4 h;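 active = compounds whose plate-normalised and pattern-corrected inhibition of the luciferase reporter signal at the single screening dose is 50% or more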
NCOA1 inh – inhibits human SRC1 coactivator | HEK293 GAL4-SRC1 luciferase reporter, luminescence | Q15788 | inhibition, % at 3.6 µM | 0.12% of 360,000 active | AID 588354;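 active = inhibition above the campaign mean plus 3 SD, with each screening campaign given its own cutoff, cut at about 60% in these data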;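 note: 0% = DMSO treated cells and 100% = gossypol at 36 µM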
LMP1 NFkB inh – reduces LMP1-driven NF-kappaB luciferase signal | LMP1-induced NF-kappaB luciferase reporter cells, luminescence | inhibition, % at 12.5 µM | 0.69% of 350,000 active; in the data active = inhibition above about 41%;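 note: 0% = neutral control wells and 100% = reference inhibitor control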
TWEAK Fn14 block – inhibitors of TWEAK-Fn14 interaction signaling. TWEAK-stimulated Fn14 reporter cells, luciferase luminescence, 8 h. inhibition, % at 10 µM. 2% of 360,000 active. AID 1159606; in the data active = inhibition above about 50%
LRH-1 inv ag – NR5A2 inverse agonism in reporter assay; O00482; HEK293T StAR-luciferase reporter, LRH-1 transfected, 24 h; inhibition, % at 3.6 µM; 0.13% of 360,000 active; AID 602396;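 active = inhibition above the mean inhibition of all tested compounds plus 3 SD, cut at about 73% in these data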;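 note: 0% = DMSO wells and 100% = reporter-only cells lacking LRH-1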
Target sequence (O00482 whole entry, looked up): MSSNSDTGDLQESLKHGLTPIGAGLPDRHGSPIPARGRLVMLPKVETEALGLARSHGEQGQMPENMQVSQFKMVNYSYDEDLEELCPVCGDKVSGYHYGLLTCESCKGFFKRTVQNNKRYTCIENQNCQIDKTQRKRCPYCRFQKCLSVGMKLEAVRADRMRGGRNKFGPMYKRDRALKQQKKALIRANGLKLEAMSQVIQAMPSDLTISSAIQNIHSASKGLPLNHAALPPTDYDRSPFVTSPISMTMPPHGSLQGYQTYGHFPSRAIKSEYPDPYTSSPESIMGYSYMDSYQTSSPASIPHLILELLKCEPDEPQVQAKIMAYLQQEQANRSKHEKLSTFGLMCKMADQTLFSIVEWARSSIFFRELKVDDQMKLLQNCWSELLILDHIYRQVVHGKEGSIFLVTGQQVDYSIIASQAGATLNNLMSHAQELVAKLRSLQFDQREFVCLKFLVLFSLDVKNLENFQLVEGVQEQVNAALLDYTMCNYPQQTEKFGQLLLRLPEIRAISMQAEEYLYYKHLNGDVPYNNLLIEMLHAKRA
C8 TRAIL sens – sensitizes caspase-8 expressing cells to TRAIL; NB7+C8 cells + TRAIL, ATPlite viability luminescence; inhibition (viability loss, TRAIL sensitization), % at 10 µM; 1% of 360,000 active;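 active = compounds causing at least 50% loss of cell viability in the single-dose screen, relative to plate controls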
KKLEB tox – reduces viability of KKLEB cystic fibrosis airway cells; KKLEB CF airway cells viability, ATPlite luminescence, overnight; active compounds read low; cells stimulated with P. aeruginosa culture filtrate; 0.36% of 360,000 active; activity change (cytotoxicity), % at 5 µM;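 active = corrected activity change at or below -50% at 5 µM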
COUP-TFII inh – inhibitors of human COUP-TFII (NR2F2). P24468. HEK293T NGFI-A luciferase reporter, luminescence. inhibition, % at 8.6 µM. 0.7% of 370,000 active;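 active = inhibition above a per-plate cutoff, mean inhibition of test wells between control levels plus 3 SD, cut at about 38% in these data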;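 note: cells cotransfected with COUP-TFII expression vector driving the NGFI-A reporter; 0% = median of COUP-TF2 test wells and 100% = reporter-only cells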
Target sequence (P24468 whole entry, looked up): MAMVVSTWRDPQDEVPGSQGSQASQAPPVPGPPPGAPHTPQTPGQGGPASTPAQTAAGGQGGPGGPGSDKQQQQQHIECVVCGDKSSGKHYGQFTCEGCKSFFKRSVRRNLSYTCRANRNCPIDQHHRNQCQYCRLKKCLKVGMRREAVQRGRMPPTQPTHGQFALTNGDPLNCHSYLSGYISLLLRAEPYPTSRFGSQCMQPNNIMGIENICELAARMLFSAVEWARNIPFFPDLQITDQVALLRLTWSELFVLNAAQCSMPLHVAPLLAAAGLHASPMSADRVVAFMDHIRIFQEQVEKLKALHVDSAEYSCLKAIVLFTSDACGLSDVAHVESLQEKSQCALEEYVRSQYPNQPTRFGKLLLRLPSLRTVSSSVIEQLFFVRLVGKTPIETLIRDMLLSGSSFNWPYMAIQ
CF NFkB inh – cystic fibrosis NF-kB activation inhibition. KKLEB NF-kB-GFP reporter, PAF-induced, GFP fluorescence overnight. inhibition, % at 5 µM. 0.86% of 360,000 active. AID 588850;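 active = at least 50% inhibition at 5 µM, scaled per plate between neutral and stimulator controls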;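 note: PAF is a Pseudomonas aeruginosa culture filtrate used as stimulus; plate controls were PAF-stimulated DMSO wells for no effect and unstimulated DMSO wells for full effect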
NCOA3 inh – inhibitors of human steroid receptor coactivator 3 (SRC3) | Q9Y6Q9 | HEK293 GAL4-SRC3 luciferase reporter, luminescence | inhibition, % at 3.6 µM | 0.17% of 360,000 active | AID 588352;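 active = inhibition above a per-campaign cutoff, the mean of all compounds plus 3 SD, cut at about 60% in these data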;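 note: 0% = DMSO-treated cells and 100% = gossypol-treated cells at 36 µM; higher means less SRC3-driven luciferase light from the GAL4 reporter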
Numbers without * were called inactive; nt = no result given.

Start of the data: the first seven compounds, ahead of the listing:
SMILES	SRC2 inh	TROY signal inh	NCOA1 inh	LMP1 NFkB inh	TWEAK Fn14 block	LRH-1 inv ag	C8 TRAIL sens	KKLEB tox	COUP-TFII inh	CF NFkB inh	NCOA3 inh
CCCSc1nnc(NC(=O)Nc2ccc(F)cc2)s1	12	40	-11	1	35	-18	46	-2	0	40	-4
c1ccc2c(c1)OCC(c1nn3c(Cn4nnc5ccccc54)nnc3s1)O2 (stereo unspecified)	-33	-3	-9	-28	16	-6	-19	-7	3	7	9
COC(=O)c1cc(COc2ccc3c(c2)oc(=O)c2ccccc23)c(C)o1	-26	-16	-11	-25	-105	5	25	0	9	-11	8
CC1=NN(c2ccc(C)c(C)c2)C(=O)C1C(c1cccc(O)c1)C1C(=O)N(c2ccc(C)c(C)c2)N=C1C (stereo unspecified)	-9	17	6	-9	31	19	-12	-4	12	-5	16
CCn1cc(CN2CCCC(CNS(=O)(=O)c3cccc4cccnc34)C2)cn1 (stereo unspecified)	6	3	-12	-7	-3	14	-20	-11	15	4	-15
CCC(=O)Nc1cc(-c2cc3ccccc3oc2=O)ccc1OC	-69	-31	-95	-12	-8	-191	23	-1	-57	-16	-71
c1ccc2c(CCNc3ncnc4nc[nH]c34)c[nH]c2c1	25	15	-11	4	25	15	18	-16	10	31	15

The whole of this part, from the first entry:
SMILES	SRC2 inh	TROY signal inh	NCOA1 inh	LMP1 NFkB inh	TWEAK Fn14 block	LRH-1 inv ag	C8 TRAIL sens	KKLEB tox	COUP-TFII inh	CF NFkB inh	NCOA3 inh
CCCSc1nnc(NC(=O)Nc2ccc(F)cc2)s1	12	40	-11	1	35	-18	46	-2	0	40	-4
c1ccc2c(c1)OCC(c1nn3c(Cn4nnc5ccccc54)nnc3s1)O2 (stereo unspecified)	-33	-3	-9	-28	16	-6	-19	-7	3	7	9
COC(=O)c1cc(COc2ccc3c(c2)oc(=O)c2ccccc23)c(C)o1	-26	-16	-11	-25	-105	5	25	0	9	-11	8
CC1=NN(c2ccc(C)c(C)c2)C(=O)C1C(c1cccc(O)c1)C1C(=O)N(c2ccc(C)c(C)c2)N=C1C (stereo unspecified)	-9	17	6	-9	31	19	-12	-4	12	-5	16
CCn1cc(CN2CCCC(CNS(=O)(=O)c3cccc4cccnc34)C2)cn1 (stereo unspecified)	6	3	-12	-7	-3	14	-20	-11	15	4	-15
CCC(=O)Nc1cc(-c2cc3ccccc3oc2=O)ccc1OC	-69	-31	-95	-12	-8	-191	23	-1	-57	-16	-71
c1ccc2c(CCNc3ncnc4nc[nH]c34)c[nH]c2c1	25	15	-11	4	25	15	18	-16	10	31	15
N#Cc1ccc(Oc2nc(C(N)=O)cc(-c3ccccc3)n2)cc1	-2	4	-21	10	-6	10	-3	-7	-10	-18	-40
Oc1[nH]c2ccccc2c1C1=NCCCCC1	-24	11	-2	-13	15	14	-6	-2	-6	-1	14
CN(C(=O)c1cccc(NC(=O)Cc2cccc(NC(=O)C3CCN(C(=O)C4CCCC4)CC3)c2)c1)C1CC1	13	4	-2	-2	10	-15	-23	6	-2	7	9
COc1ccc(-n2c(=S)[nH]c3cc(C(=O)Nc4cccc(C)c4)ccc3c2=O)cc1	1	12	13	2	-14	-2	15	7	2	5	6
O=C(NCCCN1CCCC1=O)c1cccs1	-17	9	2	-4	11	1	9	-17	15	8	7
CCCN(CCC)S(=O)(=O)c1ccc(C(=O)Nc2nnc(COC)o2)cc1	-15	7	-17	1	21	-3	13	0	18	3	0
Cc1ccc(S(=O)(=O)N2CCN(c3ncccn3)CC2)cc1C	-24	0	-4	-6	23	4	28	3	2	4	-6
CCn1c(CNC(=O)c2ccccc2F)cc2cc(C)ccc21	-66	-48	-38	-23	-11	-38	-6	1	-4	6	-32
CCOC(=O)Oc1ccc(/C=C2\N=C(C)OC2=O)cc1	-16	-24	7	0	1	-23	7	-1	-34	20	15
O=C(NCc1ccc2c(c1)OCO2)C1CCC(CNc2c(N3CCCCC3)c(=O)c2=O)CC1 (stereo unspecified)	-15	-2	-4	0	-3	6	-6	-6	9	-14	-3
O=C(Nc1ccc(F)cc1)Nc1ccc(NC(=O)c2ccccc2O)cc1	-5	-25	-3	nt	-21	7	7	-8	-5	25	2
Cc1ccc(NC(=O)NCCCN2CCCC2=O)cc1	-22	13	-12	-5	-8	-18	6	-4	4	5	-30
CCCC(Oc1ccc(Br)cc1)c1nc2c3cc(OC)c(OC)cc3nc(=S)n2[nH]1 (stereo unspecified)	-3	62*	-58	0	43	-10	10	-21	-1	19	8

Some values from the entries so far:
CCn1cc(CN2CCCC(CNS(=O)(=O)c3cccc4cccnc34)C2)cn1 (stereo unspecified) in LRH-1 inv ag is listed with 14
Cc1ccc(S(=O)(=O)N2CCN(c3ncccn3)CC2)cc1C in COUP-TFII inh is listed with 2
CCOC(=O)Oc1ccc(/C=C2\N=C(C)OC2=O)cc1 in KKLEB tox is listed with -1

Compound profiles, from the list above.
CC1=NN(c2ccc(C)c(C)c2)C(=O)C1C(c1cccc(O)c1)C1C(=O)N(c2ccc(C)c(C)c2)N=C1C (stereo unspecified) as listed: SRC2 inh: -9; TROY signal inh: 17; NCOA1 inh: 6; LMP1 NFkB inh: -9; TWEAK Fn14 block: 31; LRH-1 inv ag: 19; C8 TRAIL sens: -12; KKLEB tox: -4; COUP-TFII inh: 12; CF NFkB inh: -5; NCOA3 inh: 16
CN(C(=O)c1cccc(NC(=O)Cc2cccc(NC(=O)C3CCN(C(=O)C4CCCC4)CC3)c2)c1)C1CC1 as listed: SRC2 inh: 13; TROY signal inh: 4; NCOA1 inh: -2; LMP1 NFkB inh: -2; TWEAK Fn14 block: 10; LRH-1 inv ag: -15; C8 TRAIL sens: -23; KKLEB tox: 6; COUP-TFII inh: -2; CF NFkB inh: 7; NCOA3 inh: 9

Additional results follow.
SMILES	SRC2 inh	TROY signal inh	NCOA1 inh	LMP1 NFkB inh	TWEAK Fn14 block	LRH-1 inv ag	C8 TRAIL sens	KKLEB tox	COUP-TFII inh	CF NFkB inh	NCOA3 inh
CCOC(=O)Cn1nc(C)n(-c2ccc(C(C)C)cc2)c1=O	-24	-4	-22	-8	3	-15	10	-2	-7	14	15
COCCN1C=C(C(=O)OC)C(c2ccc3c(c2)OCO3)C(C(=O)OC)=C1	-28	5	-13	1	12	-7	-14	-2	2	-5	-18
Cc1ccccc1N(CC(=O)NCc1ccc2c(c1)OCO2)C(=O)C1CSC(=O)C1 (stereo unspecified)	-15	5	-7	-3	50*	-11	1	6	15	-15	-4
COc1cccc(/C=N/NC(=S)NC2CC3CC2C2C=CCC32)c1O (stereo unspecified)	-1	-28	-20	-5	-14	-2	22	-3	-10	-2	-6
CCn1cc(S(=O)(=O)CC(=O)Nc2ccc3c(c2)OCO3)c2ccccc21	6	-8	-1	1	-7	7	-37	10	-7	-9	-3
Cc1nc2ccc(S(=O)(=O)NCC(=O)N(C)Cc3ccccc3)cc2s1	-12	6	1	-3	0	8	-7	-18	-4	-13	17
Cc1nc2c(cc(Oc3ccc(S(=O)(=O)N4CCOCC4)cn3)c3ccsc32)s1	-51	-37	-36	-10	9	-28	3	-10	-13	9	-10
COc1ccc(CCN(Cc2cc3cccc(C)c3[nH]c2=O)C(=O)N2CCCC2)cc1OC	-13	-3	-3	2	4	27	-25	1	14	8	-15
O=C(O)CSc1ccn(Cc2ccccc2)c1	-3	3	-8	-5	-1	-36	-13	10	-6	-5	-21
O=C(NCCCN1CCCC1)C1CCN(C(=O)c2cc3sccc3n2Cc2ccc(F)cc2)CC1	6	-7	-11	-12	-21	-32	14	0	9	-7	-18
COc1ccccc1CCC(=O)Nc1cccc(S(=O)(=O)N2CCCC2)c1	9	16	8	-15	16	11	0	-5	-4	10	0
Cc1noc(C)c1COc1cccc(C(=O)OC(C)C#N)c1 (stereo unspecified)	-7	-7	9	-1	6	0	-1	-12	-25	18	17
COC(=O)CCC(=O)Nc1ccc(N=Nc2ccccc2)cc1	-8	-92	-25	-15	-11	-36	9	2	-22	5	-44
COc1ccc(OC)c(CN2CCN(C(=O)CCNC(=O)c3ccc(Br)cc3)CC2)c1	-7	-1	1	-2	-15	10	-11	1	-9	-11	23
CCOC(=O)C1C(=O)N(C(=O)c2ccc(OC)cc2)CC1c1ccccc1 (stereo unspecified)	9	0	14	0	-19	2	-1	3	7	-14	1
COc1ccc(NC(=O)C2CCN(S(=O)(=O)c3ccc4c(c3)NC(=O)C(C)S4)CC2)cc1 (stereo unspecified)	14	16	6	4	-9	3	3	0	14	-3	-16
Cc1ccc2cc(C#N)c(SCC(=O)NCC3CCCO3)nc2c1 (stereo unspecified)	21	10	7	24	-9	-8	-5	10	8	-37	-25
C[C@@H]1CN([C@H](C)CO)C(=O)c2cc(NC(=O)Nc3ccc(F)cc3)ccc2O[C@@H](C)CCCCO[C@H]1CN(C)Cc1ccc(C(=O)O)cc1	-45	14	10	2	-2	5	3	16	1	-9	-12
Cc1ccc(NC(=O)COC(=O)C2CCC(=O)N2)c(S(=O)(=O)N2CCOCC2)c1 (stereo unspecified)	8	1	6	18	10	3	-9	-13	-1	2	-33
O=C(CSc1ncn[nH]1)NCCc1ccc(Cl)cc1Cl	4	2	-1	3	2	-1	12	18	-9	5	16
O=C1CC(N(Cc2ccco2)C(=O)Nc2ccc(F)cc2)C(=O)N1c1ccc(F)cc1 (stereo unspecified)	12	9	-13	2	12	-9	-1	-4	5	4	-6
CC1(C)Cc2cccc(OCC(=O)Nc3ccc(OCC(N)=O)cc3)c2O1	8	1	-19	1	-9	0	-10	16	8	-3	2
COc1ccc(-n2c(SCC(=O)NCC3CCCO3)nc3c(c2=O)SCC3)cc1 (stereo unspecified)	-13	5	-8	4	-16	7	4	4	-5	-33	6
COc1ccc(-c2nnn(CC(=O)N(CCCO)C(C(=O)NC3CCCC3)c3ccc(F)cc3)n2)cc1 (stereo unspecified)	13	0	1	1	10	1	5	22	12	-1	19
COc1cc(C(=O)NCc2ccc(S(N)(=O)=O)cc2)ccc1OCC(=O)Nc1cccc(C(F)(F)F)c1	-5	15	-18	4	-14	13	24	3	0	6	-4
O=C1C=CN2CCCCC2CC1 (stereo unspecified)	-11	-8	-29	7	2	8	-20	10	5	-16	-2
O=C1c2cccnc2C(=O)N1Cc1ccc(F)cc1	-6	0	6	-1	5	-23	10	6	-16	4	6
CC(=O)Nc1ccc(S(=O)(=O)N(C)CC(=O)OCC(=O)NC(C)C23CC4CC(CC(C4)C2)C3)cc1 (stereo unspecified)	-14	14	-10	13	-2	-2	-6	0	-1	13	1
